DTT redox prof = compounds producing H2O2 with reducing agent – biochemical, NIH compound library profiling, artefact control for MLSCN library redox annotation, primary screen. DTT-dependent redox cycling H2O2, phenol red/HRP absorbance; 100% = 100 µM peroxide control, 0% = buffer. activation, % at 10 µM. hit rate 0.03% among 200,000. AID 878;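 active means activation of at least 50% relative to the plate's high and low controls in the primary single-dose screen; inactive means activation below 50%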;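 further: compound incubated with DTT at 0.8 mM final as the reducing agent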
L major viab = Leishmania major promastigote growth inhibition; hit rate 9% among 200,000; AID 1063; Leishmania major promastigotes, resazurin fluorescence viability; inhibition, % at 10 µM;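 further: promastigotes grown with compound for 44 hours at 28 °C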
G6PDH CS = inhibits Leuconostoc G6PDH, flagging false hits in G6PDH-based assays | inhibition, % at 5 µM | hit rate 0.12% among 200,000 | Purified L. mesenteroides G6PDH, diaphorase/resazurin coupled fluorescence, 45 min
TLR4 MyD88 comp = TLR4-MyD88 interaction inhibition in cells | inhibition, % at 8.4 µM | O00206+Q99836 | AID 861 | hit rate 0.18% among 200,000 | HeLa CL3-4 TLR4/MyD88 BLA complementation, FRET ratio; in the data active means inhibition above about 25%;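 further: 0% = vehicle and 100% = reference inhibitor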
PMI act satM6P = increases human PMI activity with near-saturating mannose 6-phosphate. coupled PMI enzyme assay, resazurin fluorescence, 20 min; hits give high values; 1 = untreated enzyme, 0 = substrate-free blank. activation factor at 20 µM. hit rate 0.34% among 190,000. AID 1216;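 active means activation factor of 2 or more at 20 µM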
Target sequence (P34949 whole entry, looked up): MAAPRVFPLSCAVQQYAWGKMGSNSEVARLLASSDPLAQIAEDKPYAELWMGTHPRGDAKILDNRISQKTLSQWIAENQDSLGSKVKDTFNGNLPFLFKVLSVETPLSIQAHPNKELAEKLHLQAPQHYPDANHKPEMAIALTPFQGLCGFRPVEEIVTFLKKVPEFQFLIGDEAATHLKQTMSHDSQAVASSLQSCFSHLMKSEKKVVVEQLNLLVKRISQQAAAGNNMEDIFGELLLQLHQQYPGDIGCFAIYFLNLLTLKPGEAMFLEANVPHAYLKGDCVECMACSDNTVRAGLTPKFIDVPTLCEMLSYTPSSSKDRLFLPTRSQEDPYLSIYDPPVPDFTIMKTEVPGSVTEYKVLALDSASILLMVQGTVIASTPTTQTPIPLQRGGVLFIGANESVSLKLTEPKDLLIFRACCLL
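Test system: human phosphomannose isomerase with PGI, G6PDH, diaphorase coupling enzymes / Doses: 20 µM compound, 1% DMSO / Times: enzyme reaction with compound 20 min at room temperature / Measured by: Diaphorase-driven resazurin-to-resorufin fluorescence, excitation 544, emission 590 nm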
RAM inhibit = inhibitors of the yeast RAM network | S. cerevisiae dse1pr::URA3 reporter, 5-FOA growth OD615, 2 d; analog-sensitive cbk1-as2 kinase mutant strain | inhibition, % at 50 µM | AID 868 | hit rate 1.8% among 190,000;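 active means inhibition above a set limit, 3 SD over mean compound inhibition, cut at about 8.4% in these data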;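 further: 0% = DMSO-only wells with no growth and 100% = 10 µM 1-NA-PP1 full growth; inhibition rescues growth on 5-FOA so higher OD means more RAM inhibition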
Hsp70 activator = Hsp70 transcriptional activation, primary screen | HeLa Hsp70 promoter luciferase reporter, luminescence; scaled: vehicle 0, proteasome-inhibitor control 100% | activation, % at 10 µM | hit rate 0.04% among 200,000 | AID 1203;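 active means activation above the mean across all tested compounds plus 3 SD, cutoff set per campaign, cut at about 5.5% in these data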;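 further: 100% = MG132 at 30 µM as the positive control and 0% = DMSO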
Diaph act CS = activates diaphorase or chemically reduces, flagging diaphorase assay artifacts; Diaphorase/resazurin coupled assay, resorufin fluorescence, 16 min; hits give high values; 1 = vehicle wells, 0 = NADH-free wells; activation factor at 20 µM; hit rate 0.005% among 190,000; AID 1229;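 active means diaphorase activity raised at least twofold by the compound at 20 µM; inactive means activation factor below 2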
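Material: purified diaphorase enzyme from Clostridium kluyveri; Also added: 0.114 mM NADH and 0.1 mM resazurin, final amounts; Doses: single compound dose of 20 µM, 1% DMSO final; Times: 16 min enzyme reaction, ambient temperature; Detection: resorufin fluorescence, excitation 544 nm, emission 590 nm; Measure: increased resorufin signal from activators or reducing compounds.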
PMI act = phosphomannose isomerase (human) activation. P34949. purified human PMI, coupled resazurin fluorescence, 20 min; hits give high values; 1 = vehicle control, 0 substrate-free wells. activation factor at 20 µM. hit rate 0.005% among 190,000. AID 1214;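 active means activation factor of 2 or more at 20 µM, relative to plate controls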
Diaphorase inh = counter-screen for diaphorase-based assays: diaphorase inhibitors and chemical oxidizers; inhibition, % at 20 µM; diaphorase resazurin-to-resorufin fluorescence, NADH, 16 min; bacterial (C. kluyveri) enzyme, not human; hit rate 0.69% among 190,000; AID 1217;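 active means primary screen inhibition at 20 µM above a set limit, cut at about 50% in these data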;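 further: plate controls were DMSO with full reaction for no effect and wells lacking NADH for full effect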
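System: Bacterial diaphorase enzyme (C. kluyveri) | Incubation: 16-min room-temperature incubation before reading | Benchmarks: No-NADH positive control and DMSO neutral control | Measured by: Resorufin fluorescence 544/590 nm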
S1P3 antag = blocks the human S1P3 receptor; inhibition, % at 4.98 µM; Q99500; hit rate 0.27% among 170,000; CHO S1P3 NFAT-BLA reporter, FRET fluorescence, antagonist mode;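 active means inhibition above the plate cutoff, the mean inhibition of test wells on that plate plus 3 SD, cut at about 28% in these data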;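 further: cells challenged with S1P at its EC80 of 0.8 µM; blue over green emission ratio from cleaved BLA substrate after 4 h stimulation; 0% = S1P-stimulated wells and 100% = unstimulated DMSO-only wells; some compounds past the cut are filed as inactive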
Target sequence (Q99500 whole entry, looked up): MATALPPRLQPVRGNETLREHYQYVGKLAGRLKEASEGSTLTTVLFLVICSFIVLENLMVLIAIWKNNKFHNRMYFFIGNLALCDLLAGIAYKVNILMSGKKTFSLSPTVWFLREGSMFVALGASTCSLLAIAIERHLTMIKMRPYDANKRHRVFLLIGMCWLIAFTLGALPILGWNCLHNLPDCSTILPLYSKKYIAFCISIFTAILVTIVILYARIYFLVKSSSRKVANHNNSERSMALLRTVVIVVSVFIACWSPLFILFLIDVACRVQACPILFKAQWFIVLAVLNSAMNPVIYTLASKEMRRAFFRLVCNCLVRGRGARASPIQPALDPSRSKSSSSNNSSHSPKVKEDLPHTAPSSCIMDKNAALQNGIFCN
An asterisk follows results filed as active; . = not tested or not shown. Unless noted, no stated cut-off is given here; in the data, active means inhibition above about 50%; inactive means the rest.

SMILES	DTT redox prof	L major viab	G6PDH CS	TLR4 MyD88 comp	PMI act satM6P	RAM inhibit	Hsp70 activator	Diaph act CS	PMI act	Diaphorase inh	S1P3 antag
FC(F)(F)c1cc(-c2ccccc2)nc2nc(N3CCOCC3)sc12	-0.4	46.0	-8.3	0.2	1	3.5	0.0	1	1.1	3.7	-2.0
COc1ccc(C(NC=O)c2cc(OC)c(OC)cc2Br)cc1OC (stereo unspecified)	0.5	-1.0	-7.5	-0.4	0.9	-0.5	-0.5	0.9	0.9	12.6	-9.8
C=CCn1c(SCc2ccccc2)nc(O)cc1=O	0.9	-8.5	9.1	-2.2	1	1.3	-0.1	0.9	1	6.8	.
O=C1CC(C(=O)O)S/C(=N\NC(=O)c2ccccc2)N1 (stereo unspecified)	-0.8	-4.7	4.7	3.0	0.7	3.7	-0.1	0.8	0.7	18.5	.
COc1cccc(NC(=O)c2ccc(-c3ccccc3[N+](=O)[O-])o2)c1	-0.4	-3.5	-0.5	-3.1	1	2.0	-0.1	0.9	1.1	7.3	-1.7
COc1ccc(/C=N/NC(=O)Cn2cnc3ccccc3c2=O)cc1OC	-0.2	-2.8	5.6	-5.7	0.9	2.1	-0.2	0.9	1	12.2	-3.8
Cn1c(=O)c(-c2cc(=O)[nH][nH]2)c(O)c2ccccc21	-1.1	1.1	11.3	0.3	1.1	3.3	-0.2	0.7	0.9	32.3	6.2
COc1ccc(CCNS(=O)(=O)c2cccc(F)c2)cc1OC	-3.0	-2.4	-0.5	4.3	1	0.0	0.1	0.9	1	7.4	-5.0
NNC(=O)c1nc[nH]c1C(=O)Nc1ccccn1	-2.4	5.3	7.9	-1.8	1.1	-0.2	-0.5	1.1	1.2	-6.6	-9.1
COC(=O)Oc1nsnc1N1CCOCC1	1.2	-4.6	-4.7	8.1	1	0.8	-0.4	1	1	2.1	-37.8
CCc1cccc(OCCCCNCCOC)c1	1.4	90.4*	12.6	5.6	1	0.3	-0.1	0.8	1	18.9	2.9
Cn1c(=O)c2c(ncn2CC(=O)Nc2nc3ccc(F)cc3s2)n(C)c1=O	0.0	6.6	0.2	-4.6	1	3.3	-0.3	0.9	1	11.3	.
O=S(=O)(c1cccc2ccccc12)N1CCSC1	.	.	-2.9	.	1	1.7	.	0.9	1	5.8	-11.6
Cc1ccc(C)c(NC(=O)CSc2nnc([C@@H](N)Cc3ccccc3)o2)c1	-4.1	0.8	4.6	5.3	1	0.5	-0.5	0.9	1	8.7	.
O=C(CN1C(=O)COc2ccccc21)N(Cc1ccc2c(c1)OCO2)CC1CCCO1 (stereo unspecified)	1.1	5.0	-2.2	-4.1	1	2.1	0.1	0.9	1.1	12.2	4.5
CC(=O)c1cccc(S(=O)(=O)Nc2cccc(S(=O)(=O)NC3=NCCC3)c2)c1	-0.1	0.5	-0.2	-7.1	1	1.8	0.3	0.9	0.9	9.1	-7.0
CC1(C)Cc2nc3sc4c(SCC(=O)NC(c5ccccc5)c5ccccc5)ncnc4c3cc2CO1	-2.9	-1.5	-0.7	-6.4	1	3.8	0.1	0.9	1	8.2	.
Cc1ccc(C)c(N2CCN(C(=O)CN3C(=O)c4ccccc4C3=O)CC2)c1	1.3	-1.8	0.7	-11.4	1	2.2	-0.5	0.8	0.9	18.7	-13.5
O=C(C1CC=CCC1)N1CCN(C(=O)C2CC=CCC2)CC1 (stereo unspecified)	1.4	-6.5	3.0	9.5	1	-1.1	-0.1	1	1	-2.0	.
COC(=O)c1ccc2[nH]c(C)c(CN3CCCC3)c(=O)c2c1	-1.8	-5.1	5.2	1.3	1.1	2.5	-0.3	1.2	1	-21.8	.
COc1ccc2nc(NC(=O)CSc3nnc(C)s3)sc2c1	-4.0	-3.3	6.5	12.1	1	3.1	-0.1	1	1	3.6	.
CCOc1ccccc1N1CCN(C(=S)NC(=O)C23CC4CC(CC(C4)C2)C3)CC1	0.2	30.6	-4.1	-17.0	0.9	0.1	-0.1	0.8	0.9	16.3	-14.9
Cc1nc(NC(=O)c2cc3c(C)nn(-c4ccccc4)c3s2)sc1C(=O)Nc1ccccc1	0.3	22.6	-4.2	9.9	1	1.6	-0.2	0.9	1	5.2	.
Fc1ccc(-c2cnn3c(-c4ccncc4)ccnc23)cc1	-1.3	10.2	-6.7	-6.3	1.1	1.2	0.0	1	1	0.6	3.8
CCc1ccc(CNCc2cccs2)cc1	-0.6	-4.9	25.6	-1.8	1.1	2.2	-0.1	0.9	1.1	8.9	-5.9
CN(Cc1ccccc1)C(=O)c1cccc(N2C(=O)NC3CC2(C)Oc2ccccc23)c1 (stereo unspecified)	-8.0	-2.9	5.0	-1.4	1	0.5	-0.3	1	1.1	-2.1	.
COc1cc(C=O)ccc1OCCOCCOc1c(C)cc(Cl)cc1Cl	2.3	-3.4	11.9	-12.1	0.9	3.8	0.3	0.7	0.9	34.3	.
O=S(=O)(c1cccs1)N1CCC(CO)(Cc2cccc(F)c2)CC1	0.0	7.7	17.3	-5.3	1	-1.3	-0.2	1	1	-3.9	3.8
COc1ccc(-c2ncc3ccccn23)cc1OC	-5.0	6.4	8.1	0.2	0.9	0.7	-0.3	1	1	0.0	.
Cc1ccc(C)c(NC(=S)N2CCN(Cc3ccccc3)CC2)c1	-0.2	2.4	9.6	0.5	1	0.1	-0.1	0.9	1	7.0	6.0
COc1ccc(N2CCN(C(=O)C(Cc3ccccc3)n3cccc3)CC2)cc1 (stereo unspecified)	-1.0	5.8	7.6	2.5	0.9	2.8	-0.2	0.7	0.9	28.3	-17.1
COc1ccc(-c2nnc(SCC(=O)N3CCC(Cc4ccccc4)CC3)o2)cc1OC	2.0	11.2	2.3	11.4	0.9	0.9	-0.2	0.7	1.1	26.2	1.1
CC(C)CN1C(=O)c2ccc(C(=O)Nc3nccs3)cc2C1=O	0.1	-0.2	-0.9	-5.2	1	3.0	-0.1	1	1	-2.1	-5.5
CC(=O)Nc1ccc(/C=N/NC(=O)c2cccs2)cc1	-1.6	-2.6	-1.9	20.5	1	1.6	-0.2	0.9	1.1	9.2	-10.1
CCN1CCCc2cc(CN(CCN3CCOCC3)C(=S)Nc3cccc(Cl)c3)ccc21	-0.4	16.5	7.3	-11.5	0.9	0.0	-0.1	0.9	1	8.5	-13.8
COCCCNCC(=O)Nc1ccc(OC(F)(F)F)cc1	-1.2	-6.5	4.1	-2.9	1	1.9	0.0	0.8	1	16.3	.
O=C(Nc1nc(-c2cccc([N+](=O)[O-])c2)cs1)c1cccc([N+](=O)[O-])c1C(=O)O	-0.1	-5.3	0.5	-7.4	1.1	1.6	0.0	1	1.2	1.0	-11.2
CN(C)c1ccc(P(=O)(Nc2ccc([N+](=O)[O-])cc2)N2CCOCC2)c(NC(=O)c2cccs2)c1 (stereo unspecified)	0.3	28.2	-36.2	-1.7	0.8	2.5	-0.4	0.6	0.8	42.0	-3.3
COC(=O)CNC(=O)Cc1c(F)cccc1Cl	-0.6	-2.5	2.8	6.5	0.9	2.2	-0.6	0.9	0.9	14.6	-14.0
Cc1nnc(SCC(=O)NCCc2ccccc2)s1	0.3	-4.5	12.1	-5.4	1	-0.4	-0.1	1	1	1.0	10.6

3 entries from above, arranged by molar mass, low to high.
SMILES	DTT redox prof	L major viab	G6PDH CS	TLR4 MyD88 comp	PMI act satM6P	RAM inhibit	Hsp70 activator	Diaph act CS	PMI act	Diaphorase inh	S1P3 antag
COC(=O)CNC(=O)Cc1c(F)cccc1Cl	-0.6	-2.5	2.8	6.5	0.9	2.2	-0.6	0.9	0.9	14.6	-14.0
CC(=O)Nc1ccc(/C=N/NC(=O)c2cccs2)cc1	-1.6	-2.6	-1.9	20.5	1	1.6	-0.2	0.9	1.1	9.2	-10.1
CC(C)CN1C(=O)c2ccc(C(=O)Nc3nccs3)cc2C1=O	0.1	-0.2	-0.9	-5.2	1	3.0	-0.1	1	1	-2.1	-5.5

(next part)
SMILES	DTT redox prof	L major viab	G6PDH CS	TLR4 MyD88 comp	PMI act satM6P	RAM inhibit	Hsp70 activator	Diaph act CS	PMI act	Diaphorase inh	S1P3 antag
O=C(c1cccs1)N1CCN=C1SCc1cccnc1	1.2	-4.3	7.4	5.2	1	2.5	-0.2	0.9	1	13.8	-44.4
COC(=O)c1nnn(-c2nc(N3CCOCC3)nc(N3CCOCC3)n2)c1C	-1.2	-0.3	-1.5	-11.5	0.9	1.4	0.0	1	0.9	-0.9	-13.1
COc1ccc(-c2csc3nc(-c4ccccc4OC)oc(=O)c23)cc1	0.3	37.3	18.9	9.4	1	5.7	-0.1	0.9	1	5.4	-17.2
Cc1noc(/C=C/NCc2cccnc2)c1S(=O)(=O)N(C)CC(=O)N1CCc2ccccc21	-1.3	-5.8	20.1	0.9	1	1.9	-0.4	0.9	1	8.3	-33.5
CCOC(=O)c1cnc(-c2ccccc2)nc1Oc1cccc(Cl)c1	2.9	-2.7	6.1	-14.6	1.1	8.9*	-0.2	0.9	1.1	7.9	.
O=C(COC(=O)c1ccc(S(=O)(=O)N2CCOCC2)cc1)NC1CCCCCC1	2.7	1.1	5.8	2.8	1	4.3	0.0	1	1	-0.4	.
CC(C)c1onc(C(=O)NCCc2ccccc2)c1[N+](=O)[O-]	-0.5	-4.3	5.3	-13.5	0.9	0.5	-0.1	1	0.9	3.3	-4.2
Cc1ccc(Nc2cc(=O)[nH]c(=O)[nH]2)cc1C	-0.3	1.1	4.2	4.9	0.8	0.6	0.2	0.8	1	19.5	-8.1
O=C(CSc1ccccn1)N1CCN(C(=O)CSc2ccccn2)CC1	.	.	3.4	.	0.9	.	.	0.9	1	8.5	-3.9
O=C1CSC(c2ccccc2)N1c1nc(-c2ccc(Cl)cc2Cl)cs1 (stereo unspecified)	0.2	-6.4	4.4	2.5	1.1	6.0	-0.2	1	1.1	4.5	.
COc1ccc(/C=N/n2c(N)nc(-c3ccccc3)c2-c2ccccc2)cc1	-7.1	56.6*	-5.8	-12.2	0.9	2.5	0.1	0.8	0.8	24.3	.
CN(c1ccccc1C(=O)Nc1ccc(S(=O)(=O)N2CCCC2)cc1)S(C)(=O)=O	0.2	-4.6	1.2	-6.8	1	0.7	-0.1	1	1	-1.4	.
O=C(NCc1cccs1)c1ccc2ccccc2n1	0.2	-10.4	2.4	-6.6	1	0.0	-0.2	0.9	1.1	14.5	-5.1
CCCn1c(=O)[nH]c(=O)c2c1nc(-c1ccccc1)n2CCN1CCOCC1	0.2	4.3	5.4	-13.3	1.4	-1.0	-0.3	1	1.2	-4.1	.
